NCI-60 one-dose screen, 48 h, at 10 µM unless noted. Numbers give growth in % (100 = growth as untreated, 0 = no growth, -100 = all killed).
HL-60(TB): HL-60(TB) leukemia cells | 9% of 78,000 active | AID 1794776; active = growth percent below 10
* = called active by the depositor; & = joins results of further samples; ! = not active in a repeat; [ ] = another dose, or the depositor's remark. An excerpt, so the mix of outcomes need not match the whole.

SMILES	HL-60(TB)
Cc1ccc(/C=C/c2cn(-c3ccccc3)nc2-c2cccc(C#N)c2)cc1	95
COc1cc(C2CC(c3cc(OC)c(OC)c(OC)c3)=NN2C=O)ccc1Oc1nc2c(c(=O)n(C)c(=O)n2C)n1C (stereo not drawn)	122
O=C(CSc1nnc(-c2c[nH]c3ccccc23)n1-c1ccccc1)c1ccc(Cl)cc1	89
COc1cc(CNC(=O)c2ccsc2Nc2ccnc(C(F)(F)F)c2)ccc1O	102
Cc1cc2c(cc1C)NC(=O)CC(=O)N2	92
O=C1NC(=O)c2cc(C(F)(F)F)ccc21	99
Cc1cc(O)c(C(C)C)cc1N=C1C=CC(=O)C=C1	89
COc1cc(OC)cc(C(=O)Cl)c1	106
O=C(CN1C(=O)c2ccccc2C1=O)c1ccc(Br)cc1	81
CC1NC(=S)NC(c2cccs2)=C1C(=O)/C=C/N(C)C (stereo not drawn)	89
CN(C)c1nc(N)c(N=O)c(N)n1	106
COc1ccc(NCc2cn(-c3ccc(C(=O)O)cc3)nc2-c2ccc(F)cc2)cc1	99
C[n+]1ccccc1C(=O)NCc1ccc(Cl)cc1Cl	95
CCC(/C=C(C)/C=C/C(=O)c1c(O)c(-c2ccc(O)cc2)c[nH]c1=O)CO (stereo not drawn)	4.8*
CSc1ccccc1NC(=O)c1ccc2nn(/C(C#N)=C/c3ccccn3)nc2c1	-13*
Nc1ccccc1SC(CC(=O)c1ccccc1)c1cccc([N+](=O)[O-])c1 (stereo not drawn)	89&97
CC[C@H](Nc1nc(N)nc(C)c1C#N)c1nc2cccc(N3CCC(CC(=O)NO)CC3)c2c(=O)n1-c1ccccc1	57
O=C(N/N=C1\CC[C@H]2[C@@H](COC(c3ccccc3)(c3ccccc3)c3ccccc3)C[C@@H](COC(c3ccccc3)(c3ccccc3)c3ccccc3)[C@@H]12)c1ccncc1	71
O=C(Nc1ccc(F)c(Cl)c1)c1n[nH]c(=O)c2ccccc12	86
O=C(OCc1ccc2cccc(O)c2n1)c1cc2cc(F)ccc2[nH]1	102
c1ccc(CCNC2CC3CCC2C3)cc1 (stereo not drawn)	94
Cc1cccc2c(=O)c3c(sc12)c(NCCN)nc1ccccc13	-63*
CC(CC(C#N)(c1ccccc1)c1ccccc1)OS(C)(=O)=O (stereo not drawn)	99
COc1ccc(/C=C/c2n[nH]c3ccc(N4CCOC4=O)cc23)cc1	-28*
O=c1[nH]cccc1O	106
Cc1cc(C#Cc2ccccc2)ccc1-n1c(/C=C/c2ccc3ccccc3c2)nc2ccccc2c1=O	85
COc1cc(-c2ccc(NC(=O)CSC(N)=O)c(OC)c2)ccc1NC(=O)CSC(N)=O	79
COc1cc2ncnc(Nc3ccc(S(=O)(=O)Nc4nccs4)cc3)c2cc1OCCCN1CCN(c2ccccc2)CC1	108
Cc1ccc2c(n1)C(=O)C(Br)=C(c1ccccc1)C2=O	89
N#CC12C(=O)NC(=N)C1(C#N)C(c1ccccc1)OC1=C2CCCC1 (stereo not drawn)	95
C=C1C(=O)O[C@H]2[C@H]1CC/C(COC(=O)N[C@@H](Cc1c[nH]c3ccccc13)C(=O)OC)=C\CC[C@@]1(C)O[C@@H]21	-53*
CC1=C(c2cc(-c3ccc(N(C)C)cc3)on2)C(c2ccccc2)NC(=S)N1 (stereo not drawn)	97
O=C1COCCN1c1ccc(N2C(=O)C(Cl)C2c2cn(Cc3ccc(Cl)cc3)c3ccccc23)cc1 (stereo not drawn)	97
Nc1ncc(-c2ccc(Br)cc2)s1	99
COc1cc2cc(Oc3ccc(NC(=O)Nc4ccc(Cl)c(C(F)(F)F)c4)cc3)c(C)nc2cc1OCCN1CCOCC1	11
OCC1OCOC2C(CO)OCOC12 (stereo not drawn)	134
COc1cc(F)ccc1/C=C/C(=O)/C=C(/C=C/c1ccc(F)cc1OC)OB(F)F	69
OC1(c2ccccc2)CN(Cc2ccccc2)CCO1 (stereo not drawn)	90
NCCCCC1(CCCCN)OCCO1	133
Clc1ccc(Nc2nnc(-c3c[nH]c4ccccc34)o2)cc1	43
COc1cc(/C=C/c2cc(/C=C/c3ccc(O)c(OC)c3)n(-c3ccc(Cl)cc3)c(=O)n2)ccc1O	93
NS(=O)(=O)c1ccc(N=Nc2c(O)n(CC(=O)Nc3ccccc3Cl)c3ccccc23)cc1	46
Cn1ncc2cncnc21	64
COc1ccc(-c2cc(-c3cc(-c4ccc(OC)cc4)on3)no2)cc1	99
Nc1c(F)cc(-c2nc3cc(F)ccc3[se]2)cc1F	84
COc1cc(Br)c(C(=O)O)cc1OC	94
COc1cc(C(=O)O)ccc1OC(C)=O	73
Nc1n[nH]c(-c2ccc(Br)cc2)c1-c1nc2ccccc2s1	136
OCC1(c2ccccc2)CCN(Cc2ccccc2)CC1	106
COc1ccc(CCN2C(=O)/C(=C/c3cnc(C#N)s3)SC2=S)cc1	92
Cc1ccc(S(=O)(=O)/C(=C\c2ccc(Cl)cc2)C(=O)c2ccc(Cl)cc2)cc1	104
NC(=O)CNCc1ccc([As]=O)cc1 (stereo not drawn)	98
CCCCCCCCC(C)OC(=O)c1nn(C(C)=O)c2ccccc12 (stereo not drawn)	100
O=S(=O)(Oc1ccc(-c2cn3ccsc3n2)cc1)c1ccc(Cl)c(Cl)c1	94
CC(C)/C=C/CC[C@](C)(O)[C@H]1CC[C@]2(C)[C@@H]1CC[C@@H]1[C@@]3(C)C/C(=C/c4cccnc4)C(=O)C(C)(C)[C@@H]3CC[C@]12C	81
CCOC(=O)c1cc2c(n1C)-c1nc(N)sc1CCC2	34
COc1ccc(/C=c2\nc3n(-c4ccccc4)c4nc(N)nc(=N)n4n-3c2=O)cc1	105
O=[N+]([O-])c1cccc(-c2csc(Nc3nc(-c4ccncc4)nc(C(Cl)(Cl)Cl)n3)n2)c1	100
CCCCCCC(=O)CCC(=O)CCCCCCCC(=O)O	101
c1ccc(Cc2nn[nH]n2)cc1	110
Next part.
SMILES	HL-60(TB)
CCCC(CCC(=O)O)(CCC(=O)O)[N+](=O)[O-]	84
CCN(CC)CCOc1ccc(NC(C)=O)cc1	120
Oc1ccc(CNc2ccccc2)cc1	79
OC(Cc1ccc2ccccc2n1)C(Cl)(Cl)Cl (stereo not drawn)	78
COc1cc(-c2ccc(-[n+]3nc(-c4ccc([N+](=O)[O-])cc4)nn3-c3ccc([N+](=O)[O-])cc3)c(OC)c2)ccc1-[n+]1nc(-c2ccc([N+](=O)[O-])cc2)nn1-c1ccc([N+](=O)[O-])cc1	14
O=C(O)c1cn(C2CC2)c2cc(N3CCN(Cn4nc(-c5ccccc5)n(-c5ccccc5)c4=S)CC3)c(F)cc2c1=O	88
CC1(C)CC2(OC2c2ccccc2)C(=O)c2ccccc21 (stereo not drawn)	108
O=C1CNCCN1	100
CN(C)c1ccc(/C=C2/C=C(c3ccc(-c4ccccc4)cc3)OC2=O)cc1	75
CC(=O)Nc1ccc(/C=N\NC(=S)N/N=C/c2ccc(NC(C)=O)cc2)cc1	100
Cc1sc2ncn(CC(=O)Nc3ccc(S(N)(=O)=O)cc3)c(=O)c2c1C	103
CC1OC2CC(Nc3c2ccc2c3C(=O)c3ccccc3C2=O)C1O (stereo not drawn)	99&84
Cc1nn(-c2ccc(-c3ccccc3)cc2)c2ncnc(N)c12	95
COc1ccc(C(=O)/C=C/c2ccc3c(c2)OCO3)cc1S(N)(=O)=O	67
OC1Cc2ccccc2C1	100
CN1c2c(C(=O)N3CCOCC3)cnn2CC1c1ccccc1 (stereo not drawn)	117
O=C(/C=C/c1ccc(Br)cc1)c1ccccc1	82
O=C(C[n+]1ccc2ccccc2c1)c1ccccc1	100
Fc1ccc(CNc2c3ccccc3nc3ccccc23)cc1F	34
Nc1ccc(Br)cc1Br	124
Nc1nc(-c2ccc(Cl)cc2)cc(-c2cc(-c3ccc(Cl)cc3)nc(N)n2)n1	106
CCC(Oc1ccc(C(C)(C)CC)cc1)C(=O)O (stereo not drawn)	85
Cc1sc2nc(NCCc3c[nH]c4ccc(Cl)cc34)[nH]c(=O)c2c1C	7.0*
COc1ccc(-c2ccc(NNC(=O)c3ccc(F)cc3)nn2)cc1OC	47

Reprinted at random: 4 records from the list
SMILES	HL-60(TB)
Cc1sc2nc(NCCc3c[nH]c4ccc(Cl)cc34)[nH]c(=O)c2c1C	7.0*
COc1ccc(C(=O)/C=C/c2ccc3c(c2)OCO3)cc1S(N)(=O)=O	67
Cc1nn(-c2ccc(-c3ccccc3)cc2)c2ncnc(N)c12	95
Nc1ccc(Br)cc1Br	124

New compounds follow:
SMILES	HL-60(TB)
CC(=O)c1ccc2c(c1)N(CCCN1CCN(CCO)CC1)c1ccccc1S2	2.9*!
COc1ccc(N2CCN(CCC3=C(C)NC4OC(c5ccccc5)=NN4C3=O)CC2)cc1 (stereo not drawn)	100
N#CCCn1nc2c(c1N)CCC2	77
CCOC(=O)c1c(NC(=O)c2cccc(C(F)(F)F)c2F)sc2c1CCC(=O)C2	94
N#Cc1c(N)nc2c(c(-c3ccc(Cl)cc3)nn2-c2ccccc2)c1C#N	99[100 µM]
O=C(N/N=C\c1ccc(Cl)cc1)c1ccc2nc(-c3ccc(Br)cc3)[nH]c2c1	42
COc1ccccc1NC(=O)COc1ccc(/C=C2/Oc3cc4occc4c(OC)c3C2=O)cc1OC	88
COc1cc(Nc2nc3ccccc3cc2C(=O)N2CCN(c3ncccn3)CC2)cc(OC)c1OC	81
CCc1ccc(-c2c(-c3cc(OC)c(OC)c(OC)c3)nc3sc(CC)nn23)cc1	114
NNC(=O)C1C2c3ccccc3C(c3ccccc32)C1C(=O)O (stereo not drawn)	96
C[C@]12CCc3sc(-c4cccc(Cl)c4)nc3C1=CC[C@@H]1[C@@H]2CC[C@]2(C)C(=O)CC[C@@H]12	110
NS(=O)(=O)c1ccc(N/C=C/C(=O)c2ccc(Cl)cc2)cc1	101

Laid out differently: results already given
O=C(O)c1cn(C2CC2)c2cc(N3CCN(Cn4nc(-c5ccccc5)n(-c5ccccc5)c4=S)CC3)c(F)cc2c1=O
  HL-60(TB): 88
CC1(C)CC2(OC2c2ccccc2)C(=O)c2ccccc21 (stereo not drawn)
  HL-60(TB): 108
O=C1CNCCN1
  HL-60(TB): 100

Returning to the listing with the 4 entries that preceded the break.
SMILES	HL-60(TB)
CCc1ccc(-c2c(-c3cc(OC)c(OC)c(OC)c3)nc3sc(CC)nn23)cc1	114
NNC(=O)C1C2c3ccccc3C(c3ccccc32)C1C(=O)O (stereo not drawn)	96
C[C@]12CCc3sc(-c4cccc(Cl)c4)nc3C1=CC[C@@H]1[C@@H]2CC[C@]2(C)C(=O)CC[C@@H]12	110
NS(=O)(=O)c1ccc(N/C=C/C(=O)c2ccc(Cl)cc2)cc1	101
O=C1CSC(=O)N1Cc1cc2ccccc2nc1Cl	101
CC(=O)N[C@H](Cc1ccc(O)cc1)C(=O)N[C@H](CCCN=C(N)N)C(=O)N[C@H](Cc1ccccc1)C(N)=O	95
Cc1ccc(-n2c(CSc3ccc(Cl)cc3)nnc2SCc2nc3ccccc3[nH]2)cc1	39
COC(=O)[C@@H](Cc1ccc(O)cc1)n1cc(COC(=O)c2cccc3c(=O)c4ccccc4n(Cc4cn([C@H](Cc5ccc(O)cc5)C(=O)OC)nn4)c23)nn1	120
OC/C=C\c1ccc2c(c1)OCO2	98
CN1C(=O)/C(=C(\C#N)C(=O)Nc2ccc(S(N)(=O)=O)cc2)c2ccccc21	103
Cc1ccc(-n2cc(-c3ccccc3)c3c(SCC(=O)NN)ncnc32)cc1	92
O=C(Nc1ccc(OCc2nnc(-c3ccc(Cl)cc3)o2)c(F)c1)Nc1ccc(Cl)c(Cl)c1	96
Nc1ncnc2c1N=C(c1ccc(Cl)cc1)CC(c1ccc3c(c1)OCO3)N2 (stereo not drawn)	91
O=C1Nc2ccccc2C(c2c(-c3ccccc3)[nH]c3ccccc23)N1 (stereo not drawn)	75
O=C(Nc1ccc(-n2cnc3ccccc32)nc1)c1ccccc1	85
CN(C)c1ccc(C2CC(c3cccs3)=NN2c2ccc(S(N)(=O)=O)cc2)cc1 (stereo not drawn)	95
O=C(NCCCl)NCCN1c2nc3ccccc3cc2Sc2cc3ccccc3nc21	24
COc1cccc(CNc2ccc(N3CCOCC3)c(C(=O)O)c2)c1OCc1ccccc1	97
COC(=O)N1C2CCCCC2=NN(c2ccccc2)N1C(=O)OC (stereo not drawn)	107
CCCCCCN1C(=O)CCC1=O	122
COc1cc(OCc2cccc(Br)c2C)cc(OC)c1C=O	93
COc1cc(N(C)C)ccc1/C=C(/C#N)C(=O)N1c2ccccc2Sc2ccc(SC)cc21	96
COc1cccc(-c2nn(-c3ccccc3)cc2-c2ccnc(Br)c2)c1	59
Cc1ccnc(NC(=O)CCCc2ccc(N(CCCl)CCCl)cc2)n1	51
COC(=O)c1cc2cc(/C=C3/SC(=S)N(N)C3=O)oc2n1Cc1ccccc1	116
COc1cccc(OCC(O)CN2CCN(c3cccc(C)c3)CC2)c1 (stereo not drawn)	98
COc1ccc(/C=N\Nc2ccc([N+](=O)[O-])cn2)cc1OC	100
Cc1c(O)c(=O)ccn1C1CCC(CC2CCC(n3ccc(=O)c(O)c3C)CC2)CC1 (stereo not drawn)	-0.4*
CCOC(=O)C/C(=N\Nc1cc(=O)[nH]c2ccc(OC)cc12)C(=O)OCC	94
Cc1ccc(/C(CSc2nnc(-c3c[nH]c4ccccc34)n2-c2ccccc2)=N/O)cc1	-14*
N#Cc1ccccc1OCC(=O)Nc1nc2c(s1)COc1ccccc1-2	107
COc1ccc2c(c1)oc1c(C)c3c(c(C)c12)C(=O)N(N)C3=O	38
O=[N+]([O-])c1ccc(/C=c2\sc3scc(-c4ccc([N+](=O)[O-])cc4)[n+]3\c2=C/c2ccc([N+](=O)[O-])cc2)cc1	107

Three structures from above, sorted by length of the SMILES, low to high:
SMILES	HL-60(TB)
CCOC(=O)C/C(=N\Nc1cc(=O)[nH]c2ccc(OC)cc12)C(=O)OCC	94
Cc1ccc(/C(CSc2nnc(-c3c[nH]c4ccccc34)n2-c2ccccc2)=N/O)cc1	-14*
O=[N+]([O-])c1ccc(/C=c2\sc3scc(-c4ccc([N+](=O)[O-])cc4)[n+]3\c2=C/c2ccc([N+](=O)[O-])cc2)cc1	107

Assay outcomes deposited in PubChem by NCI.
